High-throughput results: PubChem BioAssay, several laboratories
KOR beta-arrestin-1 – KOR agonists, beta-arrestin recruitment, primary screen, cell-based, luminescence, uHTS (AID 1777); KOR beta-arrestin recruitment, luminescence; higher % means a stronger effect; one-dose activation, % at 10 µM; EC50 in µM for titrated hits; hit rate 0.02% among 280,000; in the data active = activation above about 50%, passing the limit was not always enough; note: a part of the inactive calls stands beside numbers as strong as those of hits
Salmonella PhoP GFP – inhibitors of PhoP regulon expression, primary screen, Salmonella Typhimurium, GFP reporter (AID 1863). S. Typhimurium PhoP-regulated promoter GFP reporter, 4 h; higher % means a stronger effect. one-dose inhibition, % at 50 µM; IC50 in µM for titrated hits. hit rate 0.16% among 300,000;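 active = inhibition over 29.93%, a cutoff 3 SD above the screen mean, later confirmed by dose response; inconclusive = inhibition over 29.93% but no dose response follow-up; inactive = inhibition at most 29.93% or unconfirmed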;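 note: 0% = low Mg2+ inducing control and 100% = high Mg2+ repressing control; strong numbers were not always called active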
GPR55 LPI antagonism – GPR55 antagonists blocking LPI-driven arrestin recruitment, primary screen, imaging, U2OS, beta-arrestin-GFP, LPI agonist (AID 2013); hit rate 0.13% among 290,000; U2OS GPR55 beta-arrestin-GFP translocation imaging, LPI antagonism; higher % means a stronger effect; one-dose inhibition, % at 10 µM; IC50 in µM for titrated hits;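 active = spots per cell inhibited over 60%, with over 100 cells counted and total cytoplasm intensity under 500,000; inconclusive = wells with under 100 cells, flagged as likely toxic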;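 note: U2OS cells stably carrying GPR55 and arrestin-GFP stimulated by 5 µM LPI near EC80; imaged beta-arrestin-GFP aggregate spots per cell after agonist stimulation; plate controls were LPI-stimulated DMSO wells for no effect and DMSO wells without LPI for full effect; some results filed as inactive read as strong as hits; confirmed hits need IC50 under 10 µM and bright autofluorescent wells are also inconclusive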
GPR55 activation – GPR55 agonists via beta-arrestin recruitment, primary screen, imaging, U2OS cells, beta-arrestin-GFP redistribution (AID 1961); U2OS GPR55 beta-arrestin-GFP redistribution imaging; higher % means a stronger effect; one-dose activation, % at 10 µM; EC50 in µM for titrated hits; hit rate 0.048% among 290,000;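 active = activation above 40% with more than 50 cells counted in the well; inconclusive = wells holding fewer than 50 cells, flagged as toxic or sparse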;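 note: U2OS osteosarcoma cells stably expressing GPR55 and beta-arrestin-GFP; plate controls were DMSO negative control for no effect and LPI positive control for full effect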
West Nile virus CPE – West Nile virus antiviral activity, cell-based, CPE readout (AID 1621) | West Nile virus-infected cells, CPE inhibition; higher % means a stronger effect | CPE inhibition, % at 10 µM; hits with a dose series show IC50 in µM | hit rate 0.02% among 290,000; in the data active = a potency from the dose series; inconclusive = CPE inhibition mostly from about 3.7% at the one dose, without a potency; inactive = the rest, 99 in 100 with CPE inhibition below about 2.2%; note: strong numbers were not always called active
GPR35 antagonists – inhibition of zaprinast-stimulated GPR35 beta-arrestin translocation – imaging, U2OS, beta-arrestin-GFP, zaprinast agonist, primary screen (AID 2058). hit rate 0.052% among 290,000. U2OS GPR35 beta-arrestin-GFP translocation imaging, zaprinast antagonism; higher % means a stronger effect. inhibition, % at 10 µM, or IC50 in µM where a hit was titrated;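 active = inhibition of at least 50% with at least 30 cells and total cytoplasm GFP at most 10,000,000; inconclusive = under 30 cells or total GFP of 10,000,000 plus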
T cell modulator – modulates CD8 T cell binding to vesicles; hit rate 0.068% among 330,000; calls only at 7 µM; 2C CD8+ T cell-vesicle binding, flow cytometry; active compounds read low;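 active = response, share of CD8 T cells binding vesicles, and their 90th percentile fluorescence all below set limits, cut at about 80% in these data, passing the limit was not always enough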
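Test system: purified 2C TCR transgenic mouse naive CD8+ T cells. Probe or stimulus: QL9-peptide-loaded Drosophila micro-vesicles bearing Ld, ICAM-1 and B7-1. Incubation: binding step 1.5 h, 37 °C, antibody labelling 20 min, ice. Measured by: flow cytometry of vesicle-bound cells.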
KOR beta-arrestin-2 – KOR antagonists, beta-arrestin recruitment, cell-based, luminescence, uHTS (AID 1778); KOR beta-arrestin recruitment, luminescence, antagonist mode; higher % means a stronger effect; one-dose inhibition, % at 10 µM; IC50 in µM for titrated hits; hit rate 0.091% among 290,000; in the data active = inhibition above about 50%; note: strong numbers were not always called active
NTR1 agonist – NTR1-driven beta-arrestin-GFP spot formation – imaging, U2OS cells, high content, primary screen (AID 493036). P30989. agonist mode. activation, % at 20 µM. hit rate 0.17% among 330,000;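 active = activation at or above 40% of the spot to cytoplasm intensity ratio, with at least 20 cells analyzed; inconclusive = wells under 20 cells, flagged as cytotoxic or low count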;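 note: 0% = DMSO without peptide and 100% = 100 nM NTR1 peptide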
Target sequence (P30989 whole entry, looked up): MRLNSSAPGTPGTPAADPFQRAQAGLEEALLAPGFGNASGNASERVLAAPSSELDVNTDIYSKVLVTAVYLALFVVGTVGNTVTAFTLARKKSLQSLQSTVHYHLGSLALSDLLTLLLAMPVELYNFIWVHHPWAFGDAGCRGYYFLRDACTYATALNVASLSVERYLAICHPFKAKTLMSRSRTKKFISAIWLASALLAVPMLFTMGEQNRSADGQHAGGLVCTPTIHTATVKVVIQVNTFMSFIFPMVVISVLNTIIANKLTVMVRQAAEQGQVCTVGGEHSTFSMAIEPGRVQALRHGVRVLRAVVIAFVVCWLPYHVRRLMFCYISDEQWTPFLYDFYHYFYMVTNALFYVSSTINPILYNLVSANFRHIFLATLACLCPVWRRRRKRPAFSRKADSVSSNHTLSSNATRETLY
T cell modulator vesicle-bound % – further read-out of T cell modulator, marked with its call; double positive events, %; measured here: CD8+ vesicle-bound cell fraction;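 binding gate set so that unloaded-vesicle control wells show 10% double positive cells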
NTR1 agonist cell count 20 µM – second read-out of NTR1 agonist, no call of its own (marks repeat the call); cell count; measured here: cell count, cytotoxicity flag
Active calls of the source: *; i = inactive; ? = inconclusive; · = no result given; [ ] = another dose, or the depositor's remark.

The line under a structure holds: KOR beta-arrestin-2	Salmonella PhoP GFP	NTR1 agonist cell count 20 µM	NTR1 agonist	West Nile virus CPE	KOR beta-arrestin-1	GPR35 antagonists	T cell modulator	GPR55 activation	GPR55 LPI antagonism	T cell modulator vesicle-bound %
COc1ccc2sc(N(CCN(C)C)C(=O)/C=C/c3cccs3)nc2c1
    -6.9%	-9.9%	60	4.3	0.8%	0.1%	-7.5%	i	1.7%	32.8%	20.3
CCC1C(=O)Nc2ccccc2N1C(=O)c1ccc(Cl)nc1 (stereo unspecified)
    -1.3%	1.1%	79	2.7	-0.6%	5.8%	-7.2%	i	0.0%	6.2%	49.9
CC1(C)CC(=O)C(Sc2nnc(-c3ccc(NS(C)(=O)=O)cc3)n2Cc2ccco2)C(=O)C1
    26.2%	2.0%	59	0.1	0.5%	-2.4%	0.4%	i	0.3%	13.8%	16.7
CN(C)N=Nc1nc2c(c(=O)n(C)c(=O)n2C)n1CC1CO1 (stereo unspecified)
    11.6%	-4.0%	38	-0.7	-0.6%	5.9%	11.7%	i	-0.1%	2.7%	18.4
O=C(CCc1ccccc1)Nc1nccs1
    -51.3%[20 µM]	4.2%	68	0.2	-0.2%	·	2.2%	i	0.4%	3.6%	37.9
CCCCn1c(N)c(N(CCC(C)C)C(=O)c2cc(-c3ccco3)nc3ccccc23)c(=O)[nH]c1=O
    13.0%	12.2%	43	0.7	0.1%	0.6%	1.5%	i	-0.1%	10.8%	12.4
Cc1ccc(S(=O)(=O)C2(C(=O)Nc3ccc4c(c3)OCO4)CC2)cc1
    8.9%	-7.3%	103	-2.0	-0.1%	-0.5%	-10.8%	i	-0.3%	9.5%	40.7
O=C(Cn1nnc(-c2cccs2)n1)N1c2ccccc2Sc2ccc(C(F)(F)F)cc21
    ·	-4.2%	17	2.0	-0.4%	·	·	i	·	·	14.0
O=C(COCc1cc(-c2ccc3c(c2)OCO3)on1)N1CCN(c2ccccc2)CC1
    -5.6%	-3.9%	68	-0.3	-0.1%	6.2%	11.1%	i	-0.1%	-1.3%	42.0
CN(NC1OC(=O)c2ccccc21)c1ncc(Cl)cc1C(F)(F)F (stereo unspecified)
    11.0%	-5.4%	42	4.1	0.8%	2.7%	10.7%	i	0.6%	9.3%	14.5
Cn1nc(CC(=O)N2CCN(c3ccccc3)CC2)c2ccccc2c1=O
    -44.5%	-13.4%	88	6.7	-0.7%	3.1%	-6.2%	i	-0.1%	-4.7%	22.8
CCC(=O)c1cc(F)ccc1OCC(=O)N1CCN(c2ccc(F)cc2)CC1
    10.3%	-4.1%	34	-0.8	-1.5%	-1.1%	14.6%	i	-0.3%	-0.4%	57.7
CN1CCC(=NNC(=O)C(=O)NC2CCCCC2)CC1
    23.5%	-4.4%	52	-0.3	0.4%	-0.2%	10.1%	i	0.2%	3.5%	31.4
COc1ccc(CN2CCNC(=O)C2CC(=O)NCCCC2CCCC2)c(C)c1C (stereo unspecified)
    5.8%	3.2%	67	-0.4	-0.8%	1.6%	-5.3%	i	-0.1%	11.0%	67.7
CN(Cc1ccccc1)CC(O)COc1ccc(CNCc2cc3ccccc3s2)cc1 (stereo unspecified)
    -15.6%[20 µM]	26.9%	70	4.9	-1.3%	-4.0%	3.8%	i	0.2%	8.3%	58.1

Looked up above:
`CCC(=O)c1cc(F)ccc1OCC(=O)N1CCN(c2ccc(F)cc2)CC1` in GPR55 activation reads -0.3%
`O=C(COCc1cc(-c2ccc3c(c2)OCO3)on1)N1CCN(c2ccccc2)CC1` in GPR55 activation reads -0.1%
`COc1ccc(CN2CCNC(=O)C2CC(=O)NCCCC2CCCC2)c(C)c1C` (stereo unspecified) in NTR1 agonist cell count 20 µM reads 67
`O=C(CCc1ccccc1)Nc1nccs1` in Salmonella PhoP GFP reads 4.2%
`CN(C)N=Nc1nc2c(c(=O)n(C)c(=O)n2C)n1CC1CO1` (stereo unspecified) in NTR1 agonist cell count 20 µM reads 38

(list continues)
The line under a structure holds: KOR beta-arrestin-2	Salmonella PhoP GFP	NTR1 agonist cell count 20 µM	NTR1 agonist	West Nile virus CPE	KOR beta-arrestin-1	GPR35 antagonists	T cell modulator	GPR55 activation	GPR55 LPI antagonism	T cell modulator vesicle-bound %
O=C(NCc1ccccn1)C(=O)NN=C1CCCCCCC1
    -9.4%	-7.9%	29	3.2	0.1%	4.8%	-1.5%	i	-0.1%	5.7%	7.4
COc1cccc(/C=N/NC(=O)c2ccc(N(C)S(=O)(=O)c3ccccc3)cc2)c1OC
    4.3%	-6.2%	83	0.1	-0.1%	-4.9%	-4.4%	i	0.2%	-5.5%	60.7
C/C(=N\NC(N)=S)c1ccncc1
    34.4%	0.1%	52	0.8	0.7%	0.9%	4.5%	i	-0.2%	-3.7%	24.9
Cc1ccc(N=C2CSC(=O)N2)cc1
    13.1%	-9.8%	62	-1.1	0.0%	1.2%	1.9%	i	0.1%	-2.8%	54.0
CN(C)C(=O)C1OC(C)(C)OC1C(=O)N(C)C (stereo unspecified)
    15.2%	-12.8%	53	-0.8	-0.6%	-4.0%	8.0%	i	-0.1%	-0.2%	31.7
Cc1nc2c(C(=O)NCc3ccco3)cnn2c(C)c1Cc1ccc(F)cc1Cl
    -18.0%	1.3%	73	6.5	?	5.5%	5.7%	i	-0.1%	2.9%	29.9
Nc1nc2n(n1)C(=O)CC(c1ccc(Cl)cc1)N2 (stereo unspecified)
    -7.5%	-15.1%	41	0.1	-0.3%	1.5%	0.4%	i	0.1%	-4.8%	60.1
COc1cccc(/C=C2\SC(=N)N(c3ccc(F)cc3)C2=O)c1
    -15.8%	-7.7%	45	1.8	0.7%	-4.6%	-3.8%	i	0.2%	25.7%	47.6
N#CC(C#N)=C1C=C2C=C(N3CCCCC3)CCC2CC1 (stereo unspecified)
    -9.3%	-184.8%	·	·	-0.8%	4.5%	11.2%	i	-0.3%	3.1%	44.9
CCOC(=O)C1CCCN(C/C(O)=C(\C#N)c2nc(-c3ccc(Cl)cc3)cs2)C1 (stereo unspecified)
    23.5%	6.5%	42	1.2	-0.6%	1.1%	-0.4%	i	-0.1%	4.7%	14.9
Cc1csc(NC(=O)CCc2c(C)nc3cc(-c4ccc(Cl)cc4)nn3c2C)n1
    14.2%	5.0%	55	35.8	·	-0.8%	-13.2%	i	-0.2%	5.1%	36.1
Cc1cc(NC(=O)c2cc(-c3ccc(Br)cc3)on2)no1
    10.0%	-3.8%	69	0.6	0.0%	-4.4%	-5.6%	i	-0.1%	7.9%	28.4
Cc1ccc(CNS(=O)(=O)c2ccc(-n3cnnn3)c(C)c2)cc1
    -15.8%	-4.6%	51	-0.2	-0.7%	0.7%	8.5%	i	-0.2%	-0.4%	34.6
COc1ccc(NC(=O)c2cc(F)cc(F)c2)cc1Cl
    -16.6%	8.5%	83	3.4	-0.3%	-0.5%	2.8%	i	0.0%	7.7%	28.9
Cc1cc(C(=O)CSc2ccccc2)cc(C)c1O
    -12.2%	0.1%	77	4.5	-0.1%	-3.8%	3.3%	i	-0.3%	13.3%	56.6
Nc1ccc(N=Nc2ccccc2Cl)c(N)n1
    38.2%	0.7%	51	2.8	0.2%	1.5%	8.5%	i	0.2%	13.8%	44.8
CC(C)N(c1ccccc1)c1ccc(NC(=O)CCl)cc1
    -46.4%	10.0%	37	7.5	1.2%	3.7%	-5.9%	i	0.6%	-5.0%	16.6
COc1ccccc1/C=C/C=N/NC(=O)c1ccncc1
    -30.0%	12.4%	92	0.7	0.5%	4.1%	-8.1%	i	-0.3%	-3.9%	49.5
Cc1cc(NCCCN2CCOCC2)n2nc(C)c(-c3ccccc3)c2n1
    2.4%	0.7%	60	2.6	0.2%	-2.4%	11.2%	i	-0.4%	7.1%	9.2
O=C(Nc1ccc(Cl)cn1)c1ccc(-c2cc(Cl)ccc2Cl)o1
    3.7%	-2.4%	48	1.3	·	-5.7%	10.0%	i	-0.3%	16.4%	23.9
CCOC(=O)c1cccc(NC(=S)NC(=O)c2cccnc2)c1
    7.3%	8.1%	61	0.5	0.5%	-1.6%	8.8%	i	-0.2%	5.5%	58.7
CCOc1ccc(C(=O)Nc2ccc3c(c2)OCCO3)cc1
    -31.1%	3.7%	63	-0.3	-0.7%	8.0%	-0.2%	i	-0.1%	6.8%	64.7
CCCS(=O)(=O)N1CCN(CCCc2ccccc2)CC1
    18.9%	4.7%	55	-0.5	-0.1%	-9.1%	11.0%	i	-1.0%	1.5%	35.7
O=C(NC1CCN(C(=S)NCc2ccco2)CC1)c1ccc(F)cc1
    -6.0%	4.2%	49	-0.8	-1.0%	-4.9%	-5.5%	i	-0.2%	2.6%	8.8
c1ccc(-n2nnc3ccccc32)cc1
    -49.4%[20 µM]	2.9%	59	1.7	-0.5%	-7.4%	-5.1%	i	-0.1%	3.3%	22.7
CN(Cc1ccccc1)Cc1c[nH]c2ccccc12
    9.2%	-1.3%	47	-2.2	1.4%	2.7%	-11.4%	i	-0.2%	6.6%	53.8
CCC(=O)Oc1ccc2oc(=O)cc(C)c2c1
    -3.2%	-0.2%	67	-0.5	0.2%	-2.0%	6.6%	i	0.2%	-3.7%	43.3
Cc1cc(C)nc(N/N=C/c2ccc(N3CCOCC3)cc2)n1
    -23.6%[20 µM]	8.4%	54	1.5	0.5%	-1.2%	-3.1%	i	0.1%	6.8%	45.3
CC(C)(CN1CCN(c2ccccc2)CC1)NS(=O)(=O)c1ccccc1
    13.7%	2.6%	65	0.3	-0.4%	0.9%	11.4%	i	-0.2%	13.7%	19.9

Three structures already listed, arranged by molar mass, high to low:
The line under a structure holds: KOR beta-arrestin-2	Salmonella PhoP GFP	NTR1 agonist cell count 20 µM	NTR1 agonist	West Nile virus CPE	KOR beta-arrestin-1	GPR35 antagonists	T cell modulator	GPR55 activation	GPR55 LPI antagonism	T cell modulator vesicle-bound %
CCC(=O)c1cc(F)ccc1OCC(=O)N1CCN(c2ccc(F)cc2)CC1
    10.3%	-4.1%	34	-0.8	-1.5%	-1.1%	14.6%	i	-0.3%	-0.4%	57.7
CN(NC1OC(=O)c2ccccc21)c1ncc(Cl)cc1C(F)(F)F (stereo unspecified)
    11.0%	-5.4%	42	4.1	0.8%	2.7%	10.7%	i	0.6%	9.3%	14.5
O=C(CCc1ccccc1)Nc1nccs1
    -51.3%[20 µM]	4.2%	68	0.2	-0.2%	·	2.2%	i	0.4%	3.6%	37.9
